Screens: PubChem, several laboratories
Anthrax LF prot: anthrax lethal factor protease inhibition; P15917; multiplex microsphere protease cleavage assay, LF; inhibition, % at 10 µM; actives 0.12% (n = 360,000); also: plate controls were buffer without enzyme for full effect and enzyme alone for no effect
CCHFV vOTU inh: blocks the CCHF virus ovarian tumor domain protease | CCHFV vOTU protease, Pep-AMC fluorescence | inhibition, % at 11.5 µM | AID 651958 | actives 0.55% (n = 370,000); in the data active = inhibition above about 30%; also: 0% = vehicle wells with enzyme and 100% = no enzyme wells
PriA SSB inh: K. pneumoniae PriA-SSBct interaction inhibition; AlphaScreen SSBct-PriA binding, biotinylated peptide; actives 0.6% (n = 430,000); inhibition, % at 33 µM; in the data active = inhibition mostly above about 37%, no sharp cut-off; inactive = mostly below about 20%;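 also: plate controls were negative control peptide for no effect and reference peptide for full effect; strong numbers were not always called active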
VHR inh abs: blocks human VHR1 dual specificity phosphatase; P51452; recombinant VHR phosphatase, pNPP absorbance; inhibition, % at 13.3 µM; actives 0.52% (n = 290,000); AID 1654; in the data active = inhibition above about 50%; also: some compounds called inactive have numbers as strong as hits
PfHsp40 yeast: compounds rescuing yeast from Plasmodium falciparum HSP40 toxicity | S. cerevisiae expressing PfHsp40, growth rescue, ATP luminescence | AID 504582 | actives 0.68% (n = 340,000) | growth rescue, % at 12.5 µM; in the data active = growth rescue above about 28%, passing the limit was not always enough; inconclusive = no clear call, values can overlap the other calls;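 also: yeast W303a lacking pdr1 and pdr3 grown in galactose medium; growth measured after three days at 30 °C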
3CLpro inhibitor: SARS-CoV 3CLpro protease inhibition; inhibition, % at 6 µM; actives 0.14% (n = 290,000); recombinant SARS-CoV 3CLpro, quenched FRET peptide cleavage; P0C6X7; in the data active = inhibition above about 12%
TcdB GH inh: inhibitors of Clostridioides difficile toxin B glycohydrolase | P18177 | actives 0.24% (n = 350,000) | TcdB glycohydrolase enzymatic assay, plate reader | inhibition, % at 9.99 µM | AID 652162; in the data active = inhibition above about 10%
BoNT A protease: BoNT A light chain protease inhibition; multiplex microsphere protease substrate cleavage, flow cytometry; inhibition, % at 10 µM; actives 0.17% (n = 360,000); also: plate controls were buffer without enzyme for full effect and enzyme alone for no effect
BH1578 lux ind: induces V. cholerae light production without autoinducers | AID 588436 | activation, % at 18.7 µM | actives 0.16% (n = 350,000) | V. cholerae BH1578 lux reporter, luminescence, 6 h; in the data active = activation mostly above about 9.7%, no sharp cut-off; inconclusive = no clear call, values can overlap the other calls; inactive = mostly below about 3.7%; also: not every result past the cut was called active; inactives centre near 0; reference of the scale not given here
Yp Topo-I inh: Y. pestis Topo-I inhibition via cleavage products. AID 504884. activity, % at 10 µM. actives 0.064% (n = 360,000). Y. pestis Topo-I cleavage product accumulation, plate reader; in the data active = activity above about 50%, passing the limit was not always enough; inconclusive = no clear call, values can overlap the other calls; also: inactives centre near 2
Numbers without * were called inactive; i = inactive; ? = inconclusive; · = no result given. Rule as the data show it, unless noted: active = inhibition above about 30%; inconclusive = no clear call, values can overlap the other calls; inactive = below that.

Each structure is followed by: CCHFV vOTU inh | PriA SSB inh | BoNT A protease | VHR inh abs | Anthrax LF prot | BH1578 lux ind | Yp Topo-I inh | 3CLpro inhibitor | TcdB GH inh | PfHsp40 yeast
O=C(CNC(=O)c1nc[nH]c1C(=O)NCC(=O)OCc1ccccc1)OCc1ccccc1
→ 11 | 3 | -0.5 | 28 | -13 | i | 2 | 0 | 0.2 | -1.5
O=C(CSc1nnnn1Cc1ccccc1)NCCc1ccccc1
→ 16 | -10 | 0.1 | -10 | -2 | -10 | 11 | 6 | · | 0.5
CCCc1[nH][nH]c(=O)c1C(c1ccc(Br)cc1)C(C#N)C#N (stereo unspecified)
→ -9 | 8 | -1.3 | -4 | -4 | i | -7 | 0 | · | -1.3
Cc1ccccc1-n1nc2c(c1NC(=O)c1cc3ccccc3o1)CS(=O)(=O)C2
→ -6 | -3 | -0.7 | · | 0 | 5.1 | 9 | · | -0.1 | 1.1
Cc1cccc(CC(Cc2nc3ccccc3[nH]2)c2nc3ccccc3[nH]2)c1 (stereo unspecified)
→ -2 | 11 | -1.4 | -12 | -2 | i | -7 | 4 | · | 0.5
O=C(CCC(=O)Nc1ccccc1)NNC(=O)COc1ccccc1
→ -1 | -5 | 0.8 | -2 | 2 | i | 0 | -4 | · | ?
Cn1c(=O)c2ncn(CC(=O)Nc3cc(C(F)(F)F)ccc3N3CCOCC3)c2n(C)c1=O
→ -11 | -4 | 0.3 | -8 | 1 | -2.9 | 4 | -2 | · | 0.4
CCC(=O)N1CCN(C(=O)c2ccccc2)CC1
→ 13 | -13 | 0.9 | · | 2 | i | 1 | · | 1.3 | 0.0
CCOC(=O)CN1C(=O)C(C)(C)Oc2ccc(C(=O)Nc3ccccc3OC)cc21
→ -2 | -14 | -3.5 | 16 | -2 | 5.3 | 10 | -8 | · | 0.7
CN1CCc2c(sc(NC(=O)c3ccc(S(=O)(=O)N4CCc5ccccc54)cc3)c2C(N)=O)C1
→ -6 | · | · | 36 | · | · | · | 2 | -0.1 | ·
COc1ccc(-n2c(=O)c3c4c(sc3n3c(=S)[nH]nc23)CCC4)cc1
→ -10 | -2 | ? | 12 | 9 | -0.7 | -1 | 3 | 7.4 | -0.2
COc1cccc(C2=CC(c3ccc(N(C)C)cc3)n3nnnc3N2)c1 (stereo unspecified)
→ -3 | 6 | 1.7 | 25 | -2 | 4.3 | 12 | 1 | · | -0.4
CCn1c(=O)n(CC(=O)N2CCC3(CC2)OCCO3)c(=O)c2ccccc21
→ 14 | -2 | 0.2 | 5 | 0 | i | -4 | -1 | · | 0.2
COc1ccc(C(=O)OCC2CC(c3ccccc3)N(C)O2)cc1 (stereo unspecified)
→ 5 | -15 | -1.6 | 29 | 8 | -0.3 | -15 | -5 | · | 0.3
COc1ccccc1Nc1nn2c(=O)c3ccc(C(=O)N4CCCCC4)cc3nc2s1
→ 4 | 0 | 0.9 | 23 | 1 | -0.3 | -5 | -5 | -2.3 | 1.1
Cc1occc1C(=O)Nc1cccc2ccccc12
→ 11 | -3 | 0.4 | 9 | -1 | i | -1 | 0 | · | 4.5
CC(=O)c1ccccc1NC(=O)COC(=O)/C(=C/c1ccccc1)n1nnnc1C
→ 21 | 1 | 0.1 | 10 | -2 | -1.7 | 10 | 2 | 0.6 | -0.7
Cc1cc2ncn(N)c2cc1C
→ 16 | -11 | -1.2 | 23 | 0 | -0.9 | -1 | 4 | · | -0.2
COc1ccc(C(C)=O)cc1CSc1nnc(-c2ccncc2)n1C
→ 8 | -20 | -2.9 | -11 | -2 | -3.0 | -6 | 0 | 1.2 | -1.4
CCN1C(=O)[C@H]2[C@H]3CN=C(SCc4ccc(Cl)cc4)N3[C@@](Cc3ccccc3)(C(=O)OC)[C@H]2C1=O
→ 5 | 2 | 0.3 | · | 2 | -0.9 | 30 | · | -0.2 | 0.6

(continued)
Each structure is followed by: CCHFV vOTU inh | PriA SSB inh | BoNT A protease | VHR inh abs | Anthrax LF prot | BH1578 lux ind | Yp Topo-I inh | 3CLpro inhibitor | TcdB GH inh | PfHsp40 yeast
COc1ccc(CCCNC(=O)C2Cc3c(-c4ccccc4)ccnc3O2)cc1 (stereo unspecified)
→ 2 | · | -0.3 | · | -8 | -0.3 | 23 | · | 0.6 | ·
O=C(CSC(=S)N1CCCCC1)Nc1ncc2c(n1)CCCC2=O
→ 2 | 1 | · | 41 | · | -0.7 | 2 | 4 | 0.8 | -1.3
CS(=O)(=O)N1CCN(c2nc(-c3ccccc3)cs2)CC1
→ 5 | 9 | 0.2 | -4 | -2 | -0.5 | 17 | -2 | · | 1.9
CCOC(=O)CSc1nc2ccc(NC(C)=O)cc2s1
→ -2 | -9 | 0.1 | 24 | -5 | -0.4 | -12 | 1 | · | 0.0
CCOP(=S)(NN(Cc1ccccc1)C(=O)c1ccccc1)OCC
→ 13 | -29 | -0.7 | -4 | -1 | -0.3 | 19 | 4 | 1.1 | 0.6
CS(=O)(=O)N(CC(=O)N1CCC(C(N)=O)CC1)C1CCCCC1
→ 0 | 10 | -0.7 | 10 | -1 | 0.6 | 0 | 0 | · | -1.7
CCC(=O)N1N=C(c2ccc(Cl)cc2)CC1c1ccco1 (stereo unspecified)
→ -11 | -4 | ? | 4 | -4 | i | 13 | -1 | 2.8 | -1.9
Cn1c(C(=O)Nc2ccc3c(c2)OCO3)cc2sccc21
→ -4 | 17 | 0.6 | 15 | -4 | -8.4 | -4 | 8 | · | -0.7
O=C(CN1C(=O)CCC1=O)NCC12CC3CC(CC(C3)C1)C2
→ 23 | -13 | 0.7 | -10 | 1 | i | -8 | 0 | · | -0.2
S=C(NCCc1ccccn1)NC1CC2CCC1C2 (stereo unspecified)
→ -4 | -12 | -0.5 | 6 | -1 | -0.6 | 4 | 5 | -0.1 | 0.5
Cc1cc(Cl)c2oc(C(=O)NCCC3CCCCO3)c(C)c2c1 (stereo unspecified)
→ 6 | -13 | ? | 24 | ? | -0.3 | 38 | 3 | 0.2 | 2.3
CCc1cc(=O)oc2c3c(cc(OCC(=O)NCc4ccco4)c12)OC(C)(C)CC3
→ · | -28 | -0.8 | 21 | -3 | -0.4 | 29 | 6 | · | 2.5
CCCCN(c1ccccc1)S(=O)(=O)c1cccc(C(=O)O)c1
→ -8 | -3 | -0.3 | 9 | -4 | -0.2 | -14 | -4 | -1.0 | 1.3
O=c1c2cc(NC(=S)NC3CCN(Cc4ccccc4)CC3)ccc2nc2n1CCCCC2
→ -9 | -5 | -0.9 | 33 | -2 | -0.4 | -4 | 3 | 1.7 | 0.2
O=S(=O)(N1CCOCC1)n1cnc2ccccc21
→ -10 | -1 | 1.3 | -6 | -5 | i | 5 | 4 | · | 1.2
O=C(NCCN1C(=O)S/C(=C\c2ccc(F)cc2)C1=O)C1CCN(S(=O)(=O)c2cccs2)CC1
→ 3 | 4 | -0.2 | -2 | 3 | -1.0 | 13 | 1 | · | 0.5
CC(C)(CNC(=O)C1CCCN1C(=O)c1cccs1)N1CCOCC1 (stereo unspecified)
→ 6 | -15 | -0.7 | 14 | -4 | i | -4 | 0 | 0.9 | 1.2
O=C(OCC(=O)c1ccc(Br)s1)c1ccc(O)cc1
→ 9 | -11 | · | · | · | i | 4 | · | 1.6 | 2.4
O=C(NCc1ccccc1)C1CCCN(C(=O)c2ccc(F)cc2)C1 (stereo unspecified)
→ 0 | -8 | -0.4 | · | 2 | i | 1 | · | 1.6 | -1.0
CC(=O)c1cccc(NC(=O)Nc2ccc3c(c2)OCO3)c1
→ 5 | -5 | -2.3 | 23 | -1 | -2.5 | 2 | 0 | -2.5 | 1.0

Nothing new here: eleven of the compounds above.
Each structure is followed by: CCHFV vOTU inh | PriA SSB inh | BoNT A protease | VHR inh abs | Anthrax LF prot | BH1578 lux ind | Yp Topo-I inh | 3CLpro inhibitor | TcdB GH inh | PfHsp40 yeast
COc1ccc(CCCNC(=O)C2Cc3c(-c4ccccc4)ccnc3O2)cc1 (stereo unspecified)
→ 2 | · | -0.3 | · | -8 | -0.3 | 23 | · | 0.6 | ·
O=C(CSC(=S)N1CCCCC1)Nc1ncc2c(n1)CCCC2=O
→ 2 | 1 | · | 41 | · | -0.7 | 2 | 4 | 0.8 | -1.3
CS(=O)(=O)N1CCN(c2nc(-c3ccccc3)cs2)CC1
→ 5 | 9 | 0.2 | -4 | -2 | -0.5 | 17 | -2 | · | 1.9
CCOC(=O)CSc1nc2ccc(NC(C)=O)cc2s1
→ -2 | -9 | 0.1 | 24 | -5 | -0.4 | -12 | 1 | · | 0.0
CCOP(=S)(NN(Cc1ccccc1)C(=O)c1ccccc1)OCC
→ 13 | -29 | -0.7 | -4 | -1 | -0.3 | 19 | 4 | 1.1 | 0.6
CS(=O)(=O)N(CC(=O)N1CCC(C(N)=O)CC1)C1CCCCC1
→ 0 | 10 | -0.7 | 10 | -1 | 0.6 | 0 | 0 | · | -1.7
CCC(=O)N1N=C(c2ccc(Cl)cc2)CC1c1ccco1 (stereo unspecified)
→ -11 | -4 | ? | 4 | -4 | i | 13 | -1 | 2.8 | -1.9
Cn1c(C(=O)Nc2ccc3c(c2)OCO3)cc2sccc21
→ -4 | 17 | 0.6 | 15 | -4 | -8.4 | -4 | 8 | · | -0.7
O=C(CN1C(=O)CCC1=O)NCC12CC3CC(CC(C3)C1)C2
→ 23 | -13 | 0.7 | -10 | 1 | i | -8 | 0 | · | -0.2
S=C(NCCc1ccccn1)NC1CC2CCC1C2 (stereo unspecified)
→ -4 | -12 | -0.5 | 6 | -1 | -0.6 | 4 | 5 | -0.1 | 0.5
Cc1cc(Cl)c2oc(C(=O)NCCC3CCCCO3)c(C)c2c1 (stereo unspecified)
→ 6 | -13 | ? | 24 | ? | -0.3 | 38 | 3 | 0.2 | 2.3

Going on with the list:
Each structure is followed by: CCHFV vOTU inh | PriA SSB inh | BoNT A protease | VHR inh abs | Anthrax LF prot | BH1578 lux ind | Yp Topo-I inh | 3CLpro inhibitor | TcdB GH inh | PfHsp40 yeast
COc1ccc(N2CCN(C(c3cccs3)C(C)NC(=O)C(=O)N3CCCC3)CC2)cc1 (stereo unspecified)
→ 2 | -2 | 0.4 | 13 | -3 | -0.3 | 12 | -3 | 0.9 | 0.2
CCC(=O)Nc1ccc(C(=O)N/N=C/c2ccc([N+](=O)[O-])cc2)cc1
→ 3 | · | -0.9 | 34 | 0 | -0.1 | -3 | -2 | · | 0.3
Cc1cccc(N2CCN(CCCNC(=O)C3CCCN(c4ncnc5c4nc4n5CCCCC4)C3)CC2C)c1 (stereo unspecified)
→ 7 | 13 | 0.8 | 13 | 1 | -0.3 | 17 | 3 | 2.0 | 0.1
CCOC(=O)CC(NC(=O)c1cc2cc(Cl)cc(Cl)c2oc1=O)c1cccc([N+](=O)[O-])c1 (stereo unspecified)
→ -13 | 1 | -0.1 | 26 | -2 | i | -5 | 7 | · | 0.8
C=CCN=C1NN=C(c2cc(C)n(CC=C)c2C)CS1
→ -6 | 4 | 0.3 | 4 | -4 | -0.2 | -10 | 1 | 0.5 | 0.0
Nc1nc(=S)c2ncn(C3CCCCC3)c2[nH]1
→ -6 | -10 | -0.6 | · | -5 | -2.7 | -7 | · | 0.8 | -0.2

Individual results from above.
CCC(=O)N1CCN(C(=O)c2ccccc2)CC1 @ PfHsp40 yeast = 0.0
O=S(=O)(N1CCOCC1)n1cnc2ccccc21 @ BoNT A protease = 1.3

An excerpt; rates above refer to the full screens.
